Source: PubChem BioAssay (The Scripps Research Institute Molecular Screening Center)
CHO-K1 Ca antag: counter-screen for M1 antagonists: effect in parental CHO-K1 cells; actives 0.6% (n = 360,000); ATP-induced calcium, Fluo-8 fluorescence; AID 602250; inhibition, % at 3 µM;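 active = inhibition above a per-plate cutoff, the plate's mean sample inhibition plus 3 SD, cut at about 24% in these data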;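 also: 0% = DMSO plus EC80 ATP and 100% = DMSO alone without ATP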
CHRM5 PAM: potentiates acetylcholine response at human M5 receptor. P08912. CHO-K1 hM5, Fluo-8 calcium, ACh EC20 PAM; 0% = ACh EC20, 100% = ACh EC100. actives 0.3% (n = 360,000). activation, % at 3 µM;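 active = activation above the run cutoff, the mean activation of all test compounds plus 3 SD, cut at about 18% in these data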
Target sequence (P08912 whole entry, looked up): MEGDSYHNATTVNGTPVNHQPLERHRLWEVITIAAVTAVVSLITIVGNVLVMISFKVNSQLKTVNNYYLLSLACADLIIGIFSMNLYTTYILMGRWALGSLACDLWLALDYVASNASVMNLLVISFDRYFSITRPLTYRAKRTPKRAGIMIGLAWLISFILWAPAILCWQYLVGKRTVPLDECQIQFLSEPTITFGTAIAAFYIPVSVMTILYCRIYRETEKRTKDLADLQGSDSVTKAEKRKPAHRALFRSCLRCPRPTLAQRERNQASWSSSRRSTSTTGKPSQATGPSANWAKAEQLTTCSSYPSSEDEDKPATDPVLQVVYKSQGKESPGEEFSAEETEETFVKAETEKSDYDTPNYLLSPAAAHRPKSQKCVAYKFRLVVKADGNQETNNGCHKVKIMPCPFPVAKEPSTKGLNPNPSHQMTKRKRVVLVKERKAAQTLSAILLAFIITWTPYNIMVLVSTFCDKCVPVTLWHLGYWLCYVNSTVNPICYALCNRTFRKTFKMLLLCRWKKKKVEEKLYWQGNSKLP
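Measured by: Fluo-8 calcium fluorescence; material: human M5 receptor in CHO-K1 cells; schedule: Post-acetylcholine fluorescence recording 140 s; benchmarks: low control EC20 acetylcholine (0%), high control EC100 acetylcholine (100%); read-out: Max/basal fluorescence ratio as % of EC20–EC100 ACh window; compound: single dose, 3 µM nominal final test concentration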
CHRM4 PAM: potentiates acetylcholine response at human M4 receptor | P08173 | CHO-K1 hM4/Gqi5, Fluo-8 calcium fluorescence, ACh EC20; 0% = ACh EC20, 100% = maximal ACh | activation, % at 3 µM | actives 0.4% (n = 360,000);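 active = activation above its plate's cutoff, the mean activation of sample wells plus 3 SD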; also: some results filed as inactive read as strong as hits
Target sequence (P08173 whole entry, looked up): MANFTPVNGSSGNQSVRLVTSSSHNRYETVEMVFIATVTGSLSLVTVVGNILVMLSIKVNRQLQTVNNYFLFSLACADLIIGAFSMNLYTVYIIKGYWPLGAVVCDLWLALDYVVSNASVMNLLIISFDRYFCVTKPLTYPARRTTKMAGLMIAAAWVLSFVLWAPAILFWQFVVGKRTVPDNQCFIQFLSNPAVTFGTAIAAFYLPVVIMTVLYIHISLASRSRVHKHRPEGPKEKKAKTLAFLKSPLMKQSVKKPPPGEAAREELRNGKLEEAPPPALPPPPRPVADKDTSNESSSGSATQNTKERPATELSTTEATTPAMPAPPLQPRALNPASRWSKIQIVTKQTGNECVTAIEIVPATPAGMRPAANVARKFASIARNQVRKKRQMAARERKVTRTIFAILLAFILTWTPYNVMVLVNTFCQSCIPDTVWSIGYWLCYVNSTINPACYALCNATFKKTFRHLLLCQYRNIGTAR
CHO-K1 Ca PAM: M1 PAM counterscreen hit in parental CHO-K1 cells; activation, % at 3 µM; actives 0.02% (n = 360,000); AID 602247; ATP EC20, Fluo-8 calcium fluorescence; 0% at ATP EC20, 100% at ATP max;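 active = activation above the run cutoff, the mean activation of all test compounds plus 3 SD, cut at about 40% in these data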;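 also: peak over basal fluorescence ratio in a 140 s read after ATP addition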
M5 antag: CHRM5 antagonism in calcium assay; actives 0.59% (n = 360,000); P08912; inhibition, % at 3 µM; CHO-hM5 cells, Fluo-8 calcium fluorescence, ACh EC80; AID 624040;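 active = inhibition above a per-plate cutoff, the mean of that plate's test compounds plus 3 SD, cut at about 27% in these data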;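 also: 0% = acetylcholine EC80 with DMSO and 100% = DMSO without agonist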
M5 ag: CHRM5 agonism in calcium assay. activation, % at 3 µM. AID 624037. actives 0.19% (n = 360,000). CHO-K1 hM5 cells, Fluo-8 calcium fluorescence; 0% DMSO wells, 100% maximal acetylcholine response. P08912;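 active = activation above the run's mean over test compounds plus 3 SD, cut at about 23% in these data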;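 also: signal is peak over basal fluorescence ratio across the kinetic read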
M4 ag: agonists of human muscarinic M4 receptor (CHRM4). activation, % at 3 µM. actives 0.14% (n = 360,000). AID 624127. CHO-K1 hM4/Gqi5, Fluo-8 calcium fluorescence; vehicle 0%, full acetylcholine response 100%;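 active = activation above the run mean over all test wells plus 3 SD, cut at about 32% in these data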;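 also: peak over basal fluorescence ratio per well then scaled between controls; 0% = DMSO wells and 100% = acetylcholine at EC100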
CHO-K1 Ca ag: M1 agonist counterscreen hit in parental CHO-K1 cells; Fluo-8 calcium fluorescence; scaled to maximal ATP response, vehicle zero; activation, % at 3 µM; actives 0.48% (n = 360,000); AID 602248; in the data active = activation above about 15%;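 also: untransfected CHO-K1 host cells lacking M1 receptor as counterscreen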
M4 antag: CHRM4 antagonism in calcium assay; inhibition, % at 3 µM; P08173; CHO-hM4 cells, ACh EC80, Fluo-8 calcium fluorescence; AID 624125; actives 0.73% (n = 360,000);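 active = inhibition above its plate's cutoff, the mean inhibition of sample wells plus 3 SD, cut at about 27% in these data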;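 also: 0% = acetylcholine EC80 with DMSO and 100% = DMSO without agonist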
An asterisk follows results filed as active.

A first look, 6 compounds:
#1 CC(OC(=O)Cc1ccccc1[N+](=O)[O-])C(=O)NC(=O)NC1CCCCC1 (centres undefined)
#2 O=C(O)c1cnc(-c2ccccc2)nc1Sc1ccccc1
#3 CCOC(=O)CN(C)C(=O)CCc1nnc(-c2ccsc2)o1
#4 CCOC(=O)[C@H]1[C@H]2COc3ccc(Cl)cc3[C@@H]2N2C(=O)c3cc(F)ccc3NC(=O)[C@@]12C
#5 Cc1ccc(S(=O)(=O)N(C)Cc2ccc(-c3nnco3)cc2)cc1
#6 Cc1ccc(Nc2cc(C)nc3ncnn23)cc1
Compound | 1 | 2 | 3 | 4 | 5 | 6
CHO-K1 Ca antag | -16 | 16 | -1 | -14 | -7 | 12
CHRM5 PAM | -8 | 3 | -3 | -12 | -7 | 2
CHRM4 PAM | 5 | 11 | -5 | 6 | -9 | -3
CHO-K1 Ca PAM | -2 | 2 | -2 | -14 | 11 | -23
M5 antag | 1 | 3 | 7 | 12 | 4 | 1
M5 ag | 1 | -1 | 1 | 3 | -2 | -3
M4 ag | 4 | 0 | 0 | 2 | 2 | -1
CHO-K1 Ca ag | 4.0 | -0.2 | -0.3 | -0.1 | 2.3 | -0.8
M4 antag | -12 | 1 | 2 | 6 | 7 | 5

Main list, repeating the preview:
#1 CC(OC(=O)Cc1ccccc1[N+](=O)[O-])C(=O)NC(=O)NC1CCCCC1 (centres undefined)
#2 O=C(O)c1cnc(-c2ccccc2)nc1Sc1ccccc1
#3 CCOC(=O)CN(C)C(=O)CCc1nnc(-c2ccsc2)o1
#4 CCOC(=O)[C@H]1[C@H]2COc3ccc(Cl)cc3[C@@H]2N2C(=O)c3cc(F)ccc3NC(=O)[C@@]12C
#5 Cc1ccc(S(=O)(=O)N(C)Cc2ccc(-c3nnco3)cc2)cc1
#6 Cc1ccc(Nc2cc(C)nc3ncnn23)cc1
#7 COC(=O)c1sccc1NC(=O)c1cc(OC)c(OC)c(OC)c1
#8 C=CCN1C(=O)C(CC(=O)Nc2ccc(OC)cc2)SC1=Nc1ccc(S(N)(=O)=O)cc1 (centres undefined)
Compound | 1 | 2 | 3 | 4 | 5 | 6 | 7 | 8
CHO-K1 Ca antag | -16 | 16 | -1 | -14 | -7 | 12 | -12 | -4
CHRM5 PAM | -8 | 3 | -3 | -12 | -7 | 2 | -9 | 9
CHRM4 PAM | 5 | 11 | -5 | 6 | -9 | -3 | 0 | 1
CHO-K1 Ca PAM | -2 | 2 | -2 | -14 | 11 | -23 | 2 | 24
M5 antag | 1 | 3 | 7 | 12 | 4 | 1 | 4 | -9
M5 ag | 1 | -1 | 1 | 3 | -2 | -3 | 2 | -2
M4 ag | 4 | 0 | 0 | 2 | 2 | -1 | 6 | 2
CHO-K1 Ca ag | 4.0 | -0.2 | -0.3 | -0.1 | 2.3 | -0.8 | 1.5 | 0.8
M4 antag | -12 | 1 | 2 | 6 | 7 | 5 | -8 | 0

#9 Fc1ccc(C(CCNCc2ccccn2)c2ccc(Cl)cc2)cc1 (centres undefined)
#10 CC1Cc2cc(/C(O)=C3/C(=O)C(=O)N(CCCn4ccnc4)C3c3ccc(F)cc3)ccc2O1 (centres undefined)
#11 CC(=O)Nc1ccc(NC(=O)C(C)OC(=O)c2c(C)nn(-c3ccccc3)c2Cl)cc1 (centres undefined)
#12 CC#CC(=O)N1CCC(CCC(=O)N(C)Cc2ccccc2)CC1
#13 CCOc1cc(NS(=O)(=O)c2ccc(NC(C)=O)cc2)c(OCC)cc1NC(=O)C(C)C
#14 CC(NS(=O)(=O)c1ccc2c(c1)OCCCO2)C(=O)O (centres undefined)
#15 Cc1cnc(C(=O)OCC(=O)Nc2ccccc2[N+](=O)[O-])cn1
#16 O=C(O)c1cc(S(=O)(=O)Nc2cc(Cl)ccc2Oc2ccccc2)ccc1O
Compound | 9 | 10 | 11 | 12 | 13 | 14 | 15 | 16
CHO-K1 Ca antag | -2 | -19 | -7 | -7 | -13 | -9 | -18 | -9
CHRM5 PAM | -7 | 2 | 10 | 17 | 2 | -2 | 9 | 2
CHRM4 PAM | -5 | -6 | 6 | -1 | 3 | -1 | 8 | 4
CHO-K1 Ca PAM | 7 | -1 | 4 | 16 | 7 | 19 | 12 | -12
M5 antag | 11 | 6 | 1 | -9 | 2 | -2 | 0 | -2
M5 ag | 1 | -4 | 3 | 4 | 2 | -1 | 2 | 3
M4 ag | 4 | 1 | 2 | -1 | 1 | 0 | -1 | 0
CHO-K1 Ca ag | 6.4 | 1.4 | 0.4 | 0.7 | 1.1 | 0.6 | 1.1 | -0.2
M4 antag | -2 | -4 | 5 | 1 | 1 | 2 | -3 | 2

#17 Cc1ccc(C)c(N2CCN(C(=O)c3ccc(NC4=NC5CS(=O)(=O)CC5S4)cc3)CC2)c1 (centres undefined)
#18 O=C(Nc1ccccc1)C1CCCN1C(=O)NCc1ccccc1 (centres undefined)
#19 COCCCn1c(=O)/c(=C\c2ccccc2OC(F)F)s/c1=C(/C#N)C(=O)N1CCOCC1
#20 COc1cccc(CN(C)C(=S)Nc2ccc(C)c(C)c2)c1
#21 CCOc1ccc(OCC)c(S(=O)(=O)NCCOC23CC4CC(CC(C4)C2)C3)c1
#22 CC(C)CNS(=O)(=O)c1ccc(CC(C)C)cc1
#23 Cc1ccc(Cl)cc1NS(=O)(=O)c1ccc2c(c1)NC(=O)C(C)C(=O)N2 (centres undefined)
#24 O=C(CSc1ccc(-c2ccccc2)nn1)NC1CCCC1
Compound | 17 | 18 | 19 | 20 | 21 | 22 | 23 | 24
CHO-K1 Ca antag | 0 | 7 | -3 | -16 | 1 | 3 | 3 | -8
CHRM5 PAM | 4 | 10 | -9 | 6 | -7 | -11 | -11 | -1
CHRM4 PAM | 0 | -1 | -10 | -7 | -7 | -10 | -7 | 0
CHO-K1 Ca PAM | 6 | -12 | 14 | 4 | 18 | 5 | 5 | 1
M5 antag | 1 | 9 | 14 | 5 | 8 | 4 | 5 | -5
M5 ag | 0 | -6 | 0 | -4 | 7 | -5 | 3 | -3
M4 ag | 0 | 0 | 8 | 2 | 0 | 2 | 19 | 2
CHO-K1 Ca ag | 0.5 | -0.2 | 2.9 | 1.5 | 1.5 | 1.7 | 4.8 | 1.2
M4 antag | -3 | -2 | 6 | -4 | 4 | 1 | -10 | 1

#25 Cc1c(C(=O)Nc2nnc(C3CC3)s2)oc2ccccc12
#26 CC1CN(S(=O)(=O)c2cccc(C(=O)OCC(=O)NCc3ccccc3)c2)CC(C)O1 (centres undefined)
#27 Cc1ccc(OCc2nnc(N)s2)cc1C
#28 CCOC(=O)c1nnc(-c2ccc(C)cc2)nc1Oc1ccc(Cl)cc1Cl
#29 CN(C)c1ccc(CNC2CC(C)(C)NC(C)(C)C2)cc1
#30 COc1ccc(/C=C/C(=O)NC(=S)Nc2ccccc2C(=O)NC2CCCCC2)cc1
#31 O=C(O)CC(NC(=O)C12CC3CC(CC(C3)C1)C2)c1ccc(OC2CCCC2)cc1 (centres undefined)
#32 Cc1ccc(COc2coc(CO)cc2=O)cc1
Compound | 25 | 26 | 27 | 28 | 29 | 30 | 31 | 32
CHO-K1 Ca antag | 3 | -14 | -19 | -1 | -12 | -4 | 0 | -9
CHRM5 PAM | 5 | 9 | 2 | -3 | -4 | 1 | 7 | 6
CHRM4 PAM | 2 | 3 | 0 | -2 | -4 | -2 | 5 | -1
CHO-K1 Ca PAM | 2 | 20 | 25 | 3 | 12 | 16 | 17 | 10
M5 antag | -5 | 1 | 1 | -11 | 2 | 0 | 5 | -3
M5 ag | 6 | 4 | 0 | -2 | 0 | 0 | -2 | 0
M4 ag | 10 | 2 | 0 | 0 | 1 | 0 | 0 | 1
CHO-K1 Ca ag | -0.1 | 0.9 | 1.8 | 1.0 | 0.3 | 0.1 | 0.4 | 0.0
M4 antag | 3 | -3 | -6 | 4 | 5 | 5 | -4 | 6

#33 COc1ccc(OC)c(NC(=O)[C@@H]2CCCN2C(=O)c2cccs2)c1
#34 Cc1ccc(C)c(N(C(=O)c2ccco2)C(C(=O)NC2CCCC2)c2ccco2)c1 (centres undefined)
#35 N#Cc1ccc(OC(=O)C2CCN(C3=NS(=O)(=O)c4ccccc43)CC2)cc1
#36 NC(=O)C1(N2CCCCC2)CCN(Cc2ccc(Br)cc2)CC1
#37 c1ccc(OCc2nnnn2-c2ccccc2)cc1
#38 CN(CC(=O)Nc1ccc(Cl)c(C(F)(F)F)c1)C(=O)CCC(=O)c1ccccc1
#39 C(/C=C/c1ccccc1)=N/N1CCN(c2ccccc2)CC1
#40 COc1ccc(NC(=O)C(c2ccccc2)N(C)C(=O)c2ccc(=O)[nH]c2)cc1 (centres undefined)
Compound | 33 | 34 | 35 | 36 | 37 | 38 | 39 | 40
CHO-K1 Ca antag | -15 | 4 | -16 | -5 | 6 | -12 | 8 | -7
CHRM5 PAM | 6 | 2 | -2 | -6 | -4 | -11 | -5 | -2
CHRM4 PAM | -1 | -1 | 1 | -17 | -3 | 3 | -5 | 9
CHO-K1 Ca PAM | 28 | 6 | 21 | 9 | -3 | 9 | -9 | 10
M5 antag | 0 | 5 | 10 | 9 | 0 | 14 | 6 | -1
M5 ag | 3 | -4 | 2 | -12 | -3 | 4 | 0 | -1
M4 ag | 1 | 5 | 1 | 10 | 0 | 9 | -1 | 1
CHO-K1 Ca ag | 1.5 | -0.5 | 1.1 | 7.6 | -0.2 | 11 | -0.3 | 0.3
M4 antag | -5 | -8 | 1 | -9 | 3 | 2 | 2 | -8

#41 CN(C)CC1CCC/C(=C\c2ccc(OC(=O)/C=C/c3ccc(Cl)c(Cl)c3)cc2)C1=O (centres undefined)
#42 CC(NC(=O)c1ccc(F)cc1F)C1CC2CCC1C2 (centres undefined)
#43 CC(C)(C)c1cc(C2=CSC3=NCCN23)cc(C(C)(C)C)c1O
#44 C/C(CC(=O)N1CCN(C=O)CC1)=N\NC(=O)c1cccc([N+](=O)[O-])c1
#45 Cc1cc(F)c(F)c(C(=O)N2CCOCC2)c1Cl
#46 O=C(NCCSCc1c(F)cccc1Cl)c1ccco1
#47 COc1cccc(-n2c(N)c(-c3nc4ccccc4[nH]3)sc2=S)c1
#48 C=CCn1c(Sc2nc(C)cs2)nc2c1c(=O)[nH]c(=O)n2C
#49 CCOc1ccccc1OCCCC(=O)NNC(=O)c1nn(C)c(=O)c2ccccc12
#50 O=C(COC(=O)CCc1ccc(S(=O)(=O)N2CCOCC2)cc1)Nc1ccccc1OC(F)F
Compound | 41 | 42 | 43 | 44 | 45 | 46 | 47 | 48 | 49 | 50
CHO-K1 Ca antag | -10 | -5 | -5 | -10 | -3 | -9 | 3 | 5 | -8 | -15
CHRM5 PAM | 8 | 5 | -2 | 3 | -7 | 2 | -6 | -3 | 0 | -10
CHRM4 PAM | 6 | -4 | -13 | -2 | -2 | 2 | -10 | -2 | 3 | -1
CHO-K1 Ca PAM | -12 | 8 | 9 | 14 | 1 | 4 | -17 | -4 | 11 | 19
M5 antag | -4 | 6 | 11 | 2 | 4 | 7 | 12 | 1 | 4 | 4
M5 ag | 5 | -1 | -7 | -5 | -1 | -8 | -2 | -2 | 3 | 8
M4 ag | 2 | 0 | 1 | 1 | 0 | 1 | 1 | 1 | 3 | 9
CHO-K1 Ca ag | 0.0 | -0.7 | 2.5 | 2.1 | 0.2 | -0.1 | 0.0 | 0.0 | 0.9 | 1.8
M4 antag | -3 | -2 | 13 | 2 | 3 | -10 | 2 | -5 | -8 | 1
